# Screening data from PubChem BioAssay.
# Hsp90 Hop PPI – changes Hsp90-Hop TPR2A binding signal, up or down. AlphaScreen TPR2A-His6 binding biotin-Hsp90 C-terminal peptide. Potency, µM (top dose mostly 57 µM), for the others: top-dose activity change, negative = inhibition. 71,000 tested, 0.44% active. AID 595; active means well fitted curve in either direction with a large enough effect; inconclusive means small, poorly fitted or top-dose-only effect, or another doubt; further: potency means the concentration at half of the fitted maximal effect; on the % scale 0 is the no-effect control and ±100 the full control effect; many of its hits are not listed in these tables
# Luciferase inh – inhibitors of firefly luciferase | P08659 | purified firefly luciferase, luminescence, 8 min | Potency, µM (top dose mostly 57.1 µM), for the others: at the highest dose activity change, negative = inhibition, actives largely listed as inhibitors | 72,000 tested, 2.2% active | AID 411; further: potency means the concentration at half of the fitted maximal effect; on the % scale 0 is the no-effect control and ±100 the full control effect; nearly all actives have a fitted effect of over 40% in size
# Target sequence (P08659 whole entry, looked up): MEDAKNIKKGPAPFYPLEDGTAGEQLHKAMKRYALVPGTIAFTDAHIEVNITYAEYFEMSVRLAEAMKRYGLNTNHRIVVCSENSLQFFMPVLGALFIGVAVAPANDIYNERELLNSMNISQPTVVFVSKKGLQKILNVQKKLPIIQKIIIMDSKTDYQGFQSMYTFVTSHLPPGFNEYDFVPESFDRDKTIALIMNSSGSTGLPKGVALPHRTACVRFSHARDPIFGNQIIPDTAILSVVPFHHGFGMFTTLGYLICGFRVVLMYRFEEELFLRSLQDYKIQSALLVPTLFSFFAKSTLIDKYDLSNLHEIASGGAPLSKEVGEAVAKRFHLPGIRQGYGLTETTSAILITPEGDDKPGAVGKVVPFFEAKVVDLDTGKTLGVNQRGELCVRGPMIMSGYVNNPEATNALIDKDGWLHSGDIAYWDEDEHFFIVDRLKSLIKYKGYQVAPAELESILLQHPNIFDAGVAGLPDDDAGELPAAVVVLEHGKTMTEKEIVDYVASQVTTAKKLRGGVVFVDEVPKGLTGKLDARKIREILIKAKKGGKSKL
#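 Inhibition of light generation by firefly luciferase from ATP and luciferin was profiled with concentration-response curves per sample, ATP held at 10 uM within the enzyme's linear range. Plates were read by luminescence after an 8-minute ambient incubation.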
# 4MU fluor – compounds fluorescent in 4-MU spectral region; compound autofluorescence, 340/450 nm, 4-MU equivalents; hits give high values; max dye-equivalent concentration, M; 59,000 tested, 11% active; AID 589; in the data active means max dye-equivalent concentration above about 10 nM; inconclusive means mostly about 1.1 nM to 9.6 nM
#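 Compounds in 100 mM Tris, pH 8.0, incubated 15 min at room temperature, then fluorescence read at 340 nm excitation/450 nm emission. Signal converted to 4-MU dye-equivalent concentration using an on-plate six-point 4-MU standard curve.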
# ERK AVP block – inhibitors of vasopressin-stimulated ERK signaling pathway | HEK293-V1b, vasopressin-stimulated pERK AlphaScreen | Potency, µM (top dose mostly 57.5 µM), inactives show at the top dose activity, negative = inhibition, actives largely listed as inhibitors | 72,000 tested, 0.99% active | AID 995; further: potency means the concentration at half of the fitted maximal effect; on the % scale 0 is the no-effect control and ±100 the full control effect; nearly all actives have a fitted effect of over 55% in size
#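 HEK293 cells stably expressing V1b receptor, seeded overnight in 1% FBS, were treated with compounds for 30 min at 37C, then stimulated 5 min with 25 nM vasopressin; phospho-ERK read by AlphaScreen SureFire after lysis.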
# Fluorescein autfl – compound autofluorescence in fluorescein spectral region; Compound autofluorescence, 480/540 nm, fluorescein-equivalent; hits give high values; max fluorescein-equivalent concentration, M; 59,000 tested, 0.91% active; in the data active means max fluorescein-equivalent concentration above about 10 nM; inconclusive means between about 1.1 nM and that limit
#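 Values reflect compound autofluorescence, normalized to fluorescein on the same plate and reported at each tested concentration. Conditions: 100 mM Tris pH 8.0, room temperature, 15 min, excitation 480 nm, emission 540 nm.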
# A350 autofl – compound fluoresces in the Alexa 350 spectral region. Compound autofluorescence, 340/450 nm, Alexa 350 dye-equivalents; hits give high values. max dye-equivalent concentration, M. 59,000 tested, 11% active. AID 590; in the data active means max dye-equivalent concentration above about 10 nM; inconclusive means mostly about 1.1 nM to 9.6 nM
# GFP derepression – derepresses silenced GFP locus in mouse C127i cells. mouse C127i GFP locus derepression, cytometry, 30 h. 68,000 tested, 0.09% active. Potency, µM (series often up to 46.1 µM), without a hit: at the highest dose GFP derepression (activation). AID 597; further: % of control where 0% means no effect
#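 Read-out is the number of GFP-positive cells, scored as fluorescent objects 20 to 120 um wide, reflecting derepression of a silenced CMV-GFP reporter in murine C127i cells after 30 h compound exposure at 37 C.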
# CRE Fsk mod – modulators of forskolin-stimulated CRE signaling in CHO cells | Potency, µM (doses to about 38.2 µM), for inactives: top-dose activity change, negative = inhibition, actives largely listed as activators | AID 662 | CHO CRE-bla reporter (cAMP response element driving beta-lactamase), forskolin EC10, beta-lactamase ratio | 71,000 tested, 2.5% active; active means well fitted activation curve with a large enough effect in the signal ratio, with a control signal flat, not every such curve was filed as active; inconclusive means small, poorly fitted or top-dose-only effect, or effect the other way, or a change in a side signal; the % refers to the signal ratio; further: potency means the concentration at half of the fitted maximal effect; % of control where 0% means no effect
#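 CHO CRE-bla cells, overnight plating in Opti-MEM with 0.5% dialyzed FBS; cpd titration + EC10 NKH 477, 3 h 37 °C; CCF4 2 h RT; ex 405/em 460 vs 530 ratio → %Activity, AC50.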
# HBB splicing – hemoglobin beta splicing modulation; 65,000 tested, 0.06% active; AID 925; Potency, µM (titrated, usually from 46.1 µM), for the others: top-dose activation, most hits filed as activators; HBB splicing reporter cell assay, activation; EGFP reporter with mutant IVS2-654 intron; response scale: normalised to 500 nM splice-correcting PNA; further: potency means the concentration at half of the fitted maximal effect; 0% is about no effect
#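 HeLa cells stably expressing EGFP interrupted by mutant beta-globin intron 2 (IVS2-654), 500/well in 2% FCS. Treated with compound for 2 days at 37C. Splicing correction scored as total well GFP intensity (488 nm excitation, 500-520 nm emission); 500 nM antisense PNA served as control.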
# Texas Red fluor – compounds fluorescent in Texas Red spectral region; 59,000 tested, 0.06% active; max dye-equivalent concentration, M; AID 587; Compound fluorescence, Texas Red channel, 547/618 nm; hits give high values; in the data active means max dye-equivalent concentration above about 10 nM; inconclusive means between about 1.1 nM and that limit
#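 Dye-equivalent concentrations come from scaling compound signal (ex 547, em 618 nm) to six Texas Red standard concentrations run on every plate, after 15 min room-temperature incubation in pH 8.0 Tris (100 mM).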
# UbGFP stabilizer – ubiquitin-GFP accumulation via proteasome inhibition. Potency, µM (series often up to 45.9 µM), for inactives: at the highest dose activation (GFP accumulation), actives largely listed as activators. Ubiquitin-GFP reporter cells, proteasome inhibition, GFP fluorescence; response scale: untreated = 0%, 10 µM MG-132 = 100%. AID 526. 67,000 tested, under 10 active; active means well fitted activation curve with a large enough effect, not every such curve was filed as active; inconclusive means small, poorly fitted or top-dose-only effect, or another doubt; inactive means no such curve, though single readings can be large or run the other way; further: potency means the concentration at half of the fitted maximal effect
#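 Proteasome blockade was scored as a rise in GFP-expressing U2OS cells carrying a ubiquitin(G76V)-GFP construct, imaged after 4 hr compound treatment at 37 °C across a 46 uM–2.9 nM series.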
# * marks the source's active call; other numbers are inactive results; i = inactive; ? = inconclusive; . = not tested or not shown; [ ] = another dose, or the depositor's remark. Unless noted, the call rests on the fitted dose curve; in most records, active means well fitted curve in the direction sought with a large enough effect; inconclusive means small, poorly fitted or top-dose-only effect, or another doubt; inactive means no such curve, though single readings can be large; an effect the other way counts as inactive or inconclusive. The list is partial, so the mix of outcomes need not match the whole.
SMILES,Hsp90 Hop PPI,Luciferase inh,4MU fluor,ERK AVP block,Fluorescein autfl,A350 autofl,GFP derepression,CRE Fsk mod,HBB splicing,Texas Red fluor,UbGFP stabilizer
Cn1c(=O)c2c(nc(OCC3COC(C)(C)O3)n2Cc2ccccc2F)n(C)c1=O (stereo unspecified),-5.4%,2.2%,i,-14.4%,i,i,0.5%,?,-0.8%[1.84 µM],i,-9.3%
O=C(N1CCOCC1)N1CCC(n2nnc3cc(F)ccc32)CC1,-1.2%,0.3%,i,-14.4%,?,i,6.8%,-1.9%,-0.3%[57.5 µM],i,2.6%
CC(Sc1nc2ccccc2s1)C(=O)N1CCOCC1 (stereo unspecified),-3.5%,.,i,1.1%,?,i,0.0%,-12.5%,0.0%,i,7.1%
CC(C)c1ccccc1NC(=O)c1cccnc1,1.2%,1.6%,i,-1.8%,?,i,-1.9%,-0.8%,.,i,-3.6%
Cc1ccc(Sc2oc(/C=N/n3cnnc3)cc2Br)cc1,-10.2%[11 µM],3.7%,.,7.3%,.,.,0.0%,?,-2.0%[0.0738 µM],.,-15.3%[9.17 µM]
N#CC1=C(C=Nc2ccccc2O)CCC1,.,0.8%[25.5 µM],i,.,?,i,-0.5%[20.6 µM],.,.,i,.
CCC(Sc1nc(=O)cc(N)n1-c1cccc(C)c1)C(=O)Nc1cc(C)on1 (stereo unspecified),-3.5%,0.3%,i,-12.2%,i,i,-1.1%,?,-0.6%,i,-3.6%
CN1CCN(C(=O)N2CCNC2=O)CC1,0.7%,0.8%,i,-6.0%,i,i,-3.5%,-0.3%,.,?,3.0%
CCOc1ccc(N(C(C)C(=O)NC2CCCCCC2)S(C)(=O)=O)cc1 (stereo unspecified),-5.2%,-0.3%,.,19.0%,.,.,0.3%,2.9%,0.2%[9.22 µM],.,-8.3%
CC1CCCN(C(=O)CSc2nnc3n(C4CCCC4)c(=O)c4ccccc4n23)C1 (stereo unspecified),-1.3%,2.4%,i,-7.4%,i,i,2.1%,4.5%,.,i,0.0%
COc1ccccc1CNc1ccnc(-c2ccc(N(C)C)cc2)n1,?,0.3%[2.29 µM],?,?,?,?,2.3%[9.22 µM],12.6µM*,-0.6%,i,-1.1%
COC(=O)Cn1nc(-c2ccccc2)n(-c2ccccc2)c1=S,-2.0%,3.9%,i,-13.3%,i,i,-4.3%,11.4%,-0.1%,i,9.6%
COc1ccc(Oc2ncc3nc(C)c(=O)n(Cc4ccc(F)cc4)c3n2)cc1,-2.0%,-0.5%[11.4 µM],i,-11.8%,i,?,-2.7%[9.22 µM],?,9.7%,i,-6.6%
Cn1c(=O)[nH]c(=O)c2[nH]c(NCCCN3CCOCC3)nc21,-0.1%,-1.7%,i,17.9%,?,i,3.5%,-1.6%,-5.2%,i,-6.8%
COc1ccc(CCn2c(-c3ccco3)nc3ccccc3c2=O)cc1OC,-17.4%[11 µM],0.7%,.,10µM*,.,.,1.5%,?,0.8%[0.0738 µM],.,22.7%[9.17 µM]
COc1ccc(CC(=O)N2CCN(C(=O)c3ccco3)CC2)cc1,-0.8%,1.1%,i,-9.8%,i,i,2.9%,-16.9%,0.0%,i,3.3%
Cc1nnc(SCC(=O)Nc2ccc3c(c2)OCCO3)n1CC1CCCO1 (stereo unspecified),-0.5%,2.5%,i,-7.3%,i,i,-1.4%,?,.,i,-3.7%
CC1CN(S(=O)(=O)c2cccs2)CC(C)O1 (stereo unspecified),-0.6%,3.7%,i,-6.5%,i,i,2.7%,?,0.2%,i,0.4%
O=C1CC(=O)CC(c2ccco2)C1,1.2%,1.3%,i,15.2%,i,i,1.2%,1.3%,-0.7%,i,6.5%
CCc1nc2ccccc2c(C(=O)OCC(=O)Nc2ccc(S(=O)(=O)N3CCOCC3)cc2)c1C,-7.6%,-1.5%,i,-16.6%,?,i,-1.1%,1.1%,-1.9%,?,-4.3%
CCOc1ccccc1Cn1c(=O)oc2ccc(C)cc21,12.6%,0.4%,i,1.7%,i,i,-2.7%,?,-2.1%,?,1.2%
COc1ccc(-c2nnc(SCC(=O)NC(C)c3ccccc3)o2)cc1 (stereo unspecified),?,-8.3%,.,?,.,.,-3.1%,-1.4%,1.2%,.,-3.3%
CN1CCCC2(CCN(C(=O)c3cccc(F)c3)CC2)C1,-2.0%,0.7%[11.4 µM],i,20.1%,i,i,4.7%[9.22 µM],-2.6%,4.9%,i,-14.3%
CN(CC(=O)N1CCN(c2ccc(F)cc2)CC1)S(=O)(=O)c1ccc(F)cc1,-4.1%,0.8%,i,-20.3%,?,i,2.6%,-9.3%,7.7%,i,-3.3%
COc1ccc2nc(SCC(=O)Nc3ccc(S(=O)(=O)N4CCCC4)cc3)c(C#N)cc2c1,-4.7%,4.1%,2.78e-08M*,0.1%,?,2.54e-08M*,1.3%,8.6%,.,i,3.5%
COc1ccc(Cl)cc1NC(=O)CN1C(=O)CCS(=O)(=O)c2ccccc21,-7.4%,-1.2%,i,1.7%,i,i,0.0%,-4.5%,3.5%,i,1.5%
O=C(c1csnn1)N1CCC2(CC1)CCN(C(c1ccccc1)c1ccccc1)CC2,-2.6%,1.3%[11.4 µM],i,-4.4%,i,i,4.7%[9.22 µM],-14.7%,0.3%,i,7.2%
CCOC(=O)c1sc2nc3n(c(=O)c2c1C)CCCCC3,-2.2%,-3.2%,.,-2.2%,.,.,-1.8%,?,0.3%,.,15.9%
COc1cccc(Cn2c(=O)c(-c3cn(C)c4ccccc34)nc3cnc(N4CCOCC4)nc32)c1,13.1%,0.9%[11.4 µM],?,8.7%,?,1.02e-08M*,-2.7%[9.22 µM],?,1.9%,i,-6.9%
CCn1c2ccccc2c2nnc(NCCCO)nc21,0.1%[11 µM],0.0%[11.4 µM],i,-11.7%[11.5 µM],i,i,0.0%[9.22 µM],?,-0.6%[9.22 µM],i,0.3%[9.17 µM]
CCOC(=O)c1c(NC(=O)COC)sc(C(C)=O)c1C,-4.3%,-1.8%,i,-26.1%,i,i,4.7%,12.6µM*,0.6%,i,10.5%
Brc1ccc(-c2nnc(-c3ccc4c(c3)OCO4)o2)o1,-5.7%,-27.5%,i,-2.9%,i,i,1.6%,6.1%,1.0%,i,-2.6%
Cn1cnnc1SCC(=O)N1c2ccccc2-c2c(ssc2=S)C1(C)C,-6.4%,-1.5%,i,-8.9%,i,i,1.0%,2.8%,.,?,-0.9%
O=C(CCSCCC(=O)N1CCCC1)N1CCCC1,-4.6%,0.9%,i,-1.3%,i,i,0.0%,-11.4%,0.2%,i,-1.2%
COCC(=O)N1CCC2(CCCN(C(=O)Nc3ccc(OC)cc3)C2)CC1,0.4%,2.0%[11.4 µM],i,8.2%,i,i,2.2%[9.22 µM],-1.6%,2.5%,i,-5.4%
Cc1nn(C(=O)c2ccc3c(c2)OCO3)c(N)c1-c1ccccc1,-0.7%,2µM*,.,.,.,.,.,-4.8%,-0.5%,.,-9.4%
CN1CCN(CCC(=O)Nc2ccc(OCc3ccccc3)cc2)CC1,-1.4%,-0.2%,i,-12.4%,i,i,2.9%,?,.,i,0.0%
CC(=O)c1ccccc1OC(=O)c1ccco1,-3.3%,2.7%,.,-2.8%,.,.,-1.8%,-4.3%,-1.1%,.,8.7%
O=C1c2ccccc2C(Nc2cccc(C(F)(F)F)c2)N1Cc1ccco1 (stereo unspecified),-4.5%,-3.8%,i,9.8%,i,i,-1.4%,?,-1.2%,i,-0.2%
CCN(CC)c1nc(C#N)nc(N(CC)CC)n1,0.4%,0.7%,?,-2.5%,i,?,2.8%,10µM*,-3.0%,i,2.5%
O=C1CCCc2c1cc(C(=O)Nc1ccc(Cl)cn1)c(=O)n2-c1ccccc1,-2.6%,3.0%,i,-0.8%,i,?,1.2%,?,.,i,-1.3%
OCc1cc(CO)c(O)c(CCc2ccccc2)n1,1.6%,1.9%,?,-0.9%,?,?,-3.1%,-3.8%,.,i,-1.7%
c1ccc(-c2nnc(N3CCOCC3)nc2-c2ccccc2)cc1,-6.6%[11 µM],1.3%,.,-22.9%,.,.,-1.5%,?,0.7%[0.0738 µM],.,-6.2%[9.17 µM]

# A draw from above in order of heavy-atom count, smallest number first:
SMILES,Hsp90 Hop PPI,Luciferase inh,4MU fluor,ERK AVP block,Fluorescein autfl,A350 autofl,GFP derepression,CRE Fsk mod,HBB splicing,Texas Red fluor,UbGFP stabilizer
CCN(CC)c1nc(C#N)nc(N(CC)CC)n1,0.4%,0.7%,?,-2.5%,i,?,2.8%,10µM*,-3.0%,i,2.5%
c1ccc(-c2nnc(N3CCOCC3)nc2-c2ccccc2)cc1,-6.6%[11 µM],1.3%,.,-22.9%,.,.,-1.5%,?,0.7%[0.0738 µM],.,-6.2%[9.17 µM]
O=C1CCCc2c1cc(C(=O)Nc1ccc(Cl)cn1)c(=O)n2-c1ccccc1,-2.6%,3.0%,i,-0.8%,i,?,1.2%,?,.,i,-1.3%
